# Nrf2 ARE act: activates Nrf2 signaling; Potency, µM (doses to about 46.1 µM), for inactives: at the highest dose activation, actives largely listed as activators; 0.31% of 410,000 active; AREc32 ARE-luciferase reporter (MCF7-derived line), luminescence, 24 h; AID 624171; also: potency is read from the fitted curve at half-maximal effect; % of control where 0% means no effect; nearly all actives have a fitted effect of over 65% in size
#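 For detection, Steady-Glo was added and plates sat 30 min at RT; before that, AREc32_Fluc cells grown overnight in OPTI-MEM/5% FBS had been treated with 23 nL compound for 24 hr at 37 deg C.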
# Akt phos inh: inhibitors of Akt phosphorylation; Neuro2A IGF-stimulated pAkt S473 HTRF, 20 min; hits give low values; AID 651550; 0.32% of 360,000 active; activity change, % for hits at 50 µM; in the data active = activity change below about -80%; inconclusive = mostly about -51% to -80%; also: % is scaled to controls: 0 for no effect and ±100 for the full control effect
#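 Neuro2A cells (4,500/well, DMEM with 0.5% FBS) were treated with compound at a single 50 µM final concentration, stimulated with 6 nM IGF for 20 min at 37 °C, and lysed. Phospho-Akt Ser473 was read by HTRF as 665/615 ratio ×10^4.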
# A549 tox: A549 cytotoxicity, counter-screen for Nrf2 inhibitors. Potency, µM (titrated, usually from 46 µM), without a hit: top-dose activity change, negative = cytotoxicity, hits mostly inhibitors. A549 ARE-Fluc cells, CellTiter-Fluor viability, 18-24 h. 0.16% of 390,000 active; also: potency is read from the fitted curve at half-maximal effect; % is scaled to controls: 0 for no effect and ±100 for the full control effect
#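 A549 ARE-Fluc cells in 5% FBS OPTI-MEM, 5000 cells/well, rested 2 h then exposed to compounds in concentration-response for 18-24 h at 37 °C. Viability by CellTiter-Fluor fluorescence (Ex 405/Em 525) after 30 min; luciferase luminescence (BugLite, 15 min, RT) read afterwards.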
# Nrf2 inh: blocks Nrf2 signaling; 2.1% of 360,000 active; A549 ARE-Fluc reporter, luciferase luminescence, 18-24 h; Potency, µM (titrated, usually from 46 µM), for the others: at the top dose activity change, negative = inhibition, hits mostly inhibitors; AID 504444; also: potency is read from the fitted curve at half-maximal effect; % is scaled to controls: 0 for no effect and ±100 for the full control effect; nearly all actives have a fitted effect of over 60% in size
#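 Nrf2 activity is the BugLite luminescence, read 15 min after reagent at room temperature, following CellTiter-Fluor cytotoxicity readout (30 min, 37C). Compound titrations were applied for 18-24 h to 5000 A549 ARE_Fluc cells/well in 5% FBS OPTI-MEM.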
# EPAC2 antag: EPAC2 (human) antagonism; 0.18% of 360,000 active; Potency, µM (doses to about 114 µM), inactives show at the highest dose activity, negative = inhibition, usual class: inhibitors; EPAC2 GEF exchange of Rap1B-BODIPY-GDP, fluorescence; also: potency is read from the fitted curve at half-maximal effect; % is scaled to controls: 0 for no effect and ±100 for the full control effect; nearly all actives have a fitted effect of over 45% in size; many of its hits are not listed in these tables
# Target sequence (Q8WZA2 whole entry, looked up): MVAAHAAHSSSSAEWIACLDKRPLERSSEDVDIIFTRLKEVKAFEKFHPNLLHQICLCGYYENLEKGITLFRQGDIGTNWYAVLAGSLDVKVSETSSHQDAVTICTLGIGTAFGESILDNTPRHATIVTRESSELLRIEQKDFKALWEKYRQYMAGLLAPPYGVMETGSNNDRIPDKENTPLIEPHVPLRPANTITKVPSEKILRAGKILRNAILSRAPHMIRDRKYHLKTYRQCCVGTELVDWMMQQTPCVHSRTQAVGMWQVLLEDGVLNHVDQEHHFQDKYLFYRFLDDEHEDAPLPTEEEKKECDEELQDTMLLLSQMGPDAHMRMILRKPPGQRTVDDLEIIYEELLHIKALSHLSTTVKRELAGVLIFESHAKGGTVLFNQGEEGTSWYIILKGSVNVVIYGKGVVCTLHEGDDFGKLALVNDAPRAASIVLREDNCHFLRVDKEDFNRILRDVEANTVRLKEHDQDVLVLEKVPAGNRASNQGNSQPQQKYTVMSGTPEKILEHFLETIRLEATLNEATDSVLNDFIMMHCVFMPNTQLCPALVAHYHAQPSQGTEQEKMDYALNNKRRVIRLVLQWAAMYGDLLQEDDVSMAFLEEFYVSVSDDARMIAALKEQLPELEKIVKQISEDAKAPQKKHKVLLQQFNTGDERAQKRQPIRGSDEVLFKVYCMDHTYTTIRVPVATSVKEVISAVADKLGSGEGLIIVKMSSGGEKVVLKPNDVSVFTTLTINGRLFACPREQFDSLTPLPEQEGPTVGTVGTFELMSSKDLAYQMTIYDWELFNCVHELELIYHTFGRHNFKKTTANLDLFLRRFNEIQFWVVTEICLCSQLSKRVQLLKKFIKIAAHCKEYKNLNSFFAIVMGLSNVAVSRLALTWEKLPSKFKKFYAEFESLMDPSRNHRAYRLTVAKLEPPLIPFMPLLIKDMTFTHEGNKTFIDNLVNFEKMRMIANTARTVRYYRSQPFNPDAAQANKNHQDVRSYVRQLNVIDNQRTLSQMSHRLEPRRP
# MmCpn inh: blocks the Methanococcus maripaludis chaperonin Mm-Cpn. Potency, µM (highest dose often 76.9 µM), for the others: at the highest dose activity, negative = inhibition, most hits filed as inhibitors. purified Mm-Cpn ATPase, ADP Transcreener TR-FRET. 0.031% of 330,000 active; also: potency is read from the fitted curve at half-maximal effect; % is scaled to controls: 0 for no effect and ±100 for the full control effect; nearly all actives have a fitted effect of over 80% in size
#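 TR-FRET (320 nm excitation; 590 and 665 nm emission) reports ADP made from 10 uM ATP by 25 nM enzyme; compounds were preincubated 10 min, reaction run 30 min, both at 37°C.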
# CCT modulator: modulators of cytosolic chaperonin (CCT/TRiC) activity; purified chaperonin ATPase assay, HTRF ADP detection, 30 min; activity change, % (test concentration not listed), hits read low; 0.3% of 360,000 active; in the data active = activity change below about -30%; also: % is scaled to controls: 0 for no effect and ±100 for the full control effect
#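 TRiC at 40 or 20 nM final (batch-dependent) in 30 mM Tris pH 7.4, 100 mM KCl, 5 mM MgCl2, 1 mM DTT, with compound at single 76 uM and 10 uM ATP, 30 min at 37 deg C. ADP detected by HTRF Transcreener, 665/615 ratio.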
# TGFb SMAD3 inh: blocks TGF-b signaling | HepG2 CAGA-GFP TGF-b/SMAD3 reporter, GFP fluorescence, 18 h; TGF-beta stimulated, 500 pg/mL final | Potency, µM (series often up to 46.1 µM), inactives show at the top dose activity, negative = inhibition, usual class: inhibitors | 1.2% of 410,000 active | AID 588855; also: potency is read from the fitted curve at half-maximal effect; % is scaled to controls: 0 for no effect and ±100 for the full control effect; nearly all actives have a fitted effect of over 65% in size
#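 HEPG2 CAGA-GFP reporter cells (1000/well, DMEM with 1% FBS) received compounds, then recombinant TGF-beta at 500 pg/mL final for 18 hours at 37 degrees C. Per-cell GFP summed per well was normalised to unstimulated and stimulated DMSO controls before curve fitting.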
# EPAC2 agonist: activates human EPAC2 exchange factor; AID 720711; Q8WZA2; 0.079% of 360,000 active; Potency, µM (titrated, usually from 154 µM), for the others: at the highest dose activation, most hits filed as activators; EPAC2 activation, biochemical qHTS; response scale: 100% = 6.5 mM cAMP response; also: potency is read from the fitted curve at half-maximal effect; nearly all actives have a fitted effect of over 50% in size
#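 Setup: EPAC2 100 nM, labeled Rap1B complex 250 nM, free GDP 50 uM. Compound titrations pinned in, brief spin, 5 min room temperature incubation. Kinetic fluorescence read over 30 min, normalized to 6.5 mM cAMP.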
# The depositor's hits bear a star; i = inactive; u = inconclusive; x = not tested or not shown; [ ] = remark or other dose. Unless noted, calls follow the shape of the dose curve; as a rule, active = well fitted curve in the direction sought with a large enough effect; inconclusive = small, poorly fitted or top-dose-only effect, or another doubt; inactive = no such curve, though single readings can be large; an effect the other way counts as inactive or inconclusive.
SMILES,Nrf2 ARE act,Akt phos inh,A549 tox,Nrf2 inh,EPAC2 antag,MmCpn inh,CCT modulator,TGFb SMAD3 inh,EPAC2 agonist
CCOC(=O)NC(NCc1cccc(C(F)(F)F)c1)(C(F)(F)F)C(F)(F)F,0.0%,i,-1%,14%,-16%,1%,0.6,-16%,-16%
Cn1c(C(C(=O)NCC2CCCO2)N(C(=O)Cn2nnc3ccccc32)C2CCCCC2)nc2ccccc21 (stereo not drawn),0.3%,i,0%,-3%,8%,-1%,-4.4,-23%,-2%
CC(C)C1=NN(C(=O)c2ccccc2)C(O)(C(C)(C)C)C1 (stereo not drawn),0.6%,i,-3%,5%,3%,0%,-0.9,u,3%
O=C(NCc1ccccc1)C1=C[C@H](C2CC2)C[C@H](OCCCCO)O1,-0.1%,i,-8%,7%,3%,x,-4.8,-7%,6%
COCCc1nnc(NC(=O)C(C)C)s1,3.1%,i,0%,7%,2%,1%,-0.3,u,-1%
Cc1nc(CSc2ccccc2)cc(=O)[nH]1,-1.1%,i,1%,0%,7%,-3%,-0.6,-3%,8%
COC(=O)/C(=C\Nc1ccccc1N)c1ncc(C(F)(F)F)cc1Cl,0.7%,i,-5%,x,2%,-2%,-1.3,13%,-17%
CCCCCCCc1ccc(C2NC(=S)NC3=C2C(=O)c2ccccc23)cc1 (stereo not drawn),0.0%,i,-18%,-17%,-1%,-1%,0.6,-16%,-5%
Cc1ccc(-c2c[n+](CC(=O)Nc3nc(-c4ccc(F)cc4)cs3)c3n2CCC3)cc1,2.9%,i,-3%,9%,3%,1%,1.0,u,0%
CCOC(=O)c1ccccc1NC(=O)c1nn(C)c2c1COc1ccccc1-2,0.5%,x,0%,u,x,x,x,-12%,x
CCC(C)NC(=O)c1cc2cc3ccc(OC)cc3nc2s1 (stereo not drawn),-0.3%,i,-7%,u,2%,u,-2.9,21%,1%
COc1ccc(CCNC(=O)[C@@H](NC(N)=O)C(C)C)cc1,0.2%,i,0%,0%,15%,3%,-2.9,-15%,29%
Cn1ccnc1SCCNC(=O)CCc1nnc(CCc2ccccc2)o1,-0.5%,i,0%,-10%,0%,0%,-4.1,-14%,12%
CN1/C(=C\C(=O)C[n+]2ccc3ccccc3c2)C(C)(C)c2ccccc21,7.2%,i,u,10µM*,23%,-4%,0.0,-21%,1%
CCOc1cccc2sc(N(CCN(CC)CC)C(=O)c3ccc(S(=O)(=O)N4CCCCC4)cc3)nc12,2.4%,i,16%,u,7%,-2%,0.2,3%,3%
Cc1ccc2[nH]c(=O)c(CN(CC3CCCO3)C(=S)NCc3ccco3)cc2c1 (stereo not drawn),0.7%,i,-5%,0%,7%,-1%,-3.7,u,4%
CCOc1ccc(C2c3c(oc4ccc(C)cc4c3=O)C(=O)N2c2nc(C)c(C)s2)cc1OC (stereo not drawn),0.1%,x,-3%,7%,x,x,x,15%,x
c1ccc2sc(-c3ccc4c(c3)OCO4)nc2c1,-0.1%,-112%*,9%,u,-14%,-7%,-0.9,-17%,14%
CN(C)c1ccc(C2Nc3ccccc3C(=O)N2NS(C)(=O)=O)cc1 (stereo not drawn),0.2%,i,-1%,14%,-9%,0%,0.2,-5%,4%
CC1S/C(=N/N=C2CCCCC2)NC1=O (stereo not drawn),2.5%,i,-2%,13%,12%,2%,0.6,-8%,6%

# 11 successive compounds from above:
SMILES,Nrf2 ARE act,Akt phos inh,A549 tox,Nrf2 inh,EPAC2 antag,MmCpn inh,CCT modulator,TGFb SMAD3 inh,EPAC2 agonist
COC(=O)/C(=C\Nc1ccccc1N)c1ncc(C(F)(F)F)cc1Cl,0.7%,i,-5%,x,2%,-2%,-1.3,13%,-17%
CCCCCCCc1ccc(C2NC(=S)NC3=C2C(=O)c2ccccc23)cc1 (stereo not drawn),0.0%,i,-18%,-17%,-1%,-1%,0.6,-16%,-5%
Cc1ccc(-c2c[n+](CC(=O)Nc3nc(-c4ccc(F)cc4)cs3)c3n2CCC3)cc1,2.9%,i,-3%,9%,3%,1%,1.0,u,0%
CCOC(=O)c1ccccc1NC(=O)c1nn(C)c2c1COc1ccccc1-2,0.5%,x,0%,u,x,x,x,-12%,x
CCC(C)NC(=O)c1cc2cc3ccc(OC)cc3nc2s1 (stereo not drawn),-0.3%,i,-7%,u,2%,u,-2.9,21%,1%
COc1ccc(CCNC(=O)[C@@H](NC(N)=O)C(C)C)cc1,0.2%,i,0%,0%,15%,3%,-2.9,-15%,29%
Cn1ccnc1SCCNC(=O)CCc1nnc(CCc2ccccc2)o1,-0.5%,i,0%,-10%,0%,0%,-4.1,-14%,12%
CN1/C(=C\C(=O)C[n+]2ccc3ccccc3c2)C(C)(C)c2ccccc21,7.2%,i,u,10µM*,23%,-4%,0.0,-21%,1%
CCOc1cccc2sc(N(CCN(CC)CC)C(=O)c3ccc(S(=O)(=O)N4CCCCC4)cc3)nc12,2.4%,i,16%,u,7%,-2%,0.2,3%,3%
Cc1ccc2[nH]c(=O)c(CN(CC3CCCO3)C(=S)NCc3ccco3)cc2c1 (stereo not drawn),0.7%,i,-5%,0%,7%,-1%,-3.7,u,4%
CCOc1ccc(C2c3c(oc4ccc(C)cc4c3=O)C(=O)N2c2nc(C)c(C)s2)cc1OC (stereo not drawn),0.1%,x,-3%,7%,x,x,x,15%,x

# The list continues:
SMILES,Nrf2 ARE act,Akt phos inh,A549 tox,Nrf2 inh,EPAC2 antag,MmCpn inh,CCT modulator,TGFb SMAD3 inh,EPAC2 agonist
COC(=O)c1ccccc1NC(=O)C1=CC(c2ccc3c(c2)OCO3)=NS(=O)(=O)N1C,-0.4%,x,-5%,4%,x,x,x,141%[activator],x
CCn1c(=O)c(C(=O)NNC(=O)c2cccc(Cl)c2)c(O)c2ccccc21,-0.5%,i,-5%,-26%,8%,1%,-1.6,u,-1%
Clc1ccc(CN=C2Nc3ccccc3CS2)cc1,2.7%,i,-20%,-13%,-7%,1%,-0.7,-3%,24%
CCCCn1c(CCC(=O)O)nc2cc(S(=O)(=O)N3CCCC3)ccc21,-0.2%,i,6%,-10%,-2%,-1%,0.4,-3%,6%
COc1ccc(NC(=O)CN(C)C(=O)c2cccc(S(=O)(=O)N3CC4(C)CC3CC(C)(C)C4)c2)cc1 (stereo not drawn),-0.9%,i,-25%,u,-15%,-3%,-1.4,7%,0%
CN(C)c1ccnc2sc3c(=O)n(-c4ccccc4)cnc3c12,-0.2%,i,1%,18%,7%,0%,-15,-1%,-2%
Cc1cc(C)c2c3c(sc2n1)C(=O)N(c1ccccc1)CC(=O)N3,0.4%,i,-1%,-8%,4%,-1%,0.0,-4%,7%
Cc1cc(C)cc(NC(=O)CSc2nnc(COc3ccccc3Cl)o2)c1,-1.4%,x,-1%,u,x,x,x,-11%,x
Cc1ccc(C(C)C)c(OCCCn2ccnc2C)c1,0.0%,i,2%,-11%,8%,-5%,-2.7,-14%,2%
COC(=O)C(C)Sc1ncnc2c1c(-c1ccccc1)cn2-c1ccc(F)cc1 (stereo not drawn),0.6%,x,1%,-18%[9.27 µM],x,x,x,-2%,x
O=C(CNC(=O)c1ccc(Br)cc1)Nc1ccc2c(c1)CCC2,3.9%,i,15%,17%,-1%,-5%,0.9,2%,-6%
O=C(N/N=C\c1c[nH]c2ccccc12)c1ccc(O)cc1,5.8%,i,1%,0%,-9%,1%,1.2,11%,12%
O=[N+]([O-])c1cccc(NC(=S)N2CCN(c3ccccn3)CC2)c1,-0.4%,i,1%,9%,2%,-2%,-2.4,0%,-5%
COC(=O)Cn1c(-c2ccc(OC)cc2)c(-c2ccc(OC)cc2)nnc1=O,2.0%,i,-15%,-22%,5%,-3%,-0.1,8%,-4%
O=C(NCc1cccnc1)C(=O)NCC1OCCN1S(=O)(=O)c1cc(F)ccc1F (stereo not drawn),0.0%,i,-18%,-10%,1%,-2%,-2.1,3%,7%
CC(OC(=O)c1ccc(F)cc1)C(=O)Nc1nc(-c2cccc([N+](=O)[O-])c2)cs1 (stereo not drawn),8.8%,i,-4%,16%,-3%,-1%,0.6,16%,2%
CCCn1nnc(NC(=O)COc2ccccc2Cl)n1,-0.5%,x,-2%,9%,-4%,4%,-1.5,27%,-1%
CC(C)(C)c1ccc(-n2ncc3c2CCCC3NC(=O)CN2CCCC2=O)cc1 (stereo not drawn),0.6%,i,-19%,u,-1%,1%,-0.2,-42%,4%
O=C1NC(c2ccc(Br)cc2)=N/C1=C/c1ccco1,23%,i,-17%,-18%,6%,1%,-2.3,0%,9%
COc1ccc(CC(N)c2csc(Nc3ccccn3)n2)cc1 (stereo not drawn),-0.5%[9.22 µM],i,x,x,14%,x,-1.0,u,3%
COc1ccc(Cl)cc1NC(=O)c1cc2c(s1)-c1ccccc1OC2,-0.1%,x,-1%,u,x,x,x,0%,x
CCN(CC)CCNC(=O)c1cccc(NC(=O)C(=O)c2cc(Br)ccc2NC(C)=O)c1,-0.3%,i,1%,-6%,-2%,2%,0.0,-13%,4%
C=CCc1c(C)nc(-c2ccccc2)nc1Nc1ccc(O)cc1,4.1%,i,-5%,u,-29%,0%,-0.8,u,3%
COc1ccc(CCn2c(N)c(C#N)c3nc4ccccc4nc32)cc1OC,3.5%,i,2%,x,-18%,-1%,-1.2,10%,-66%[inhibitor]

# Screening data (PubChem BioAssay)

# Only part of the results is shown. The share of hits here may be higher or lower than overall.
